Source: PubChem
Hsp90 Hop PPI: changes Hsp90-Hop TPR2A binding signal, up or down | AlphaScreen TPR2A-His6 binding biotin-Hsp90 C-terminal peptide | Potency, µM (highest dose often 57 µM), without a hit: at the highest dose activity change, negative = inhibition | hit rate 0.44% among 71,000 | AID 595; active = well fitted curve in either direction with a large enough effect; inconclusive = small, poorly fitted or top-dose-only effect, or another doubt; note: potency is the fitted concentration of half-maximal effect; % is set by controls: 0 for no effect and ±100 for the full control effect; many of its hits are not listed in these tables
Epigenetic mod: epigenetic modulators derepressing GFP locus in mouse cells; hit rate 0.09% among 68,000; Potency, µM (top dose mostly 46.1 µM), for the others: at the highest dose GFP derepression (activation); mouse C127i GFP locus derepression, cytometry, 30 h; note: % of control where 0% means no effect
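Locus derepression in mouse mammary C127i cells whose integrated CMV-GFP reporter is normally silent; GFP expression after 30 h compound treatment was quantified by counting fluorescent cells.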
BRCT PPI green: blocks human BRCA1 BRCT binding to phosphopeptide, green readout; Potency, µM (highest dose often 76.9 µM), for the others: top-dose activity change, negative = inhibition, usual class: inhibitors; BRCA1 BRCT-phosphopeptide binding, green fluorescence polarization; hit rate 0.05% among 75,000; AID 875; P38398;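 note: potency is the fitted concentration of half-maximal effect; plate controls were peptide without protein for full effect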
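Compounds were incubated for 12 min at room temperature with a complex of 100 nM fluorescein-tagged pBACH1 decapeptide and 250 nM His-tagged BRCT protein. Buffer was phosphate pH 7.3 with EDTA, DTT and Tween 20. Disruption of binding lowers the polarization signal.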
4MU fluor: compound fluoresces in the 4-MU spectral region. compound autofluorescence, 340/450 nm, 4-MU equivalents; active compounds read high. max dye-equivalent concentration, M. hit rate 11% among 59,000; in the data active = max dye-equivalent concentration above about 10 nM; inconclusive = mostly about 1.1 nM to 9.6 nM
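Intrinsic fluorescence at 340/450 nm (ex/em) was read after 15 min at room temperature in pH 8.0, 100 mM Tris. Each compound concentration expressed as 4-MU-equivalent concentration from a six-point 4-MU standard series on each plate.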
HBB splicing: modulators of hemoglobin beta chain splicing; HBB splicing reporter cell assay, activation; EGFP reporter with mutant IVS2-654 intron; response scale: normalised to 500 nM splice-correcting PNA; Potency, µM (series often up to 46.1 µM), for the others: at the top dose activation, usual class: activators; hit rate 0.06% among 65,000; AID 925; note: potency is the fitted concentration of half-maximal effect; 0% is about no effect
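Compounds were applied for 2 days to HeLa EGFP-654 cells, 500/well in Optimem with 2% FCS. The reporter's EGFP is disrupted by mis-splicing of beta-globin intron IVS2-654. Readout: summed well GFP fluorescence from 488 nm laser scanning; reference was 500 nM antisense […] 654 PNA.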
CRE-bla Fsk: modulators of forskolin-stimulated CRE signaling in CHO cells; CHO CRE-bla reporter (cAMP response element driving beta-lactamase), forskolin EC10, beta-lactamase ratio; Potency, µM (highest dose often 38.2 µM), for the others: at the highest dose activity change, negative = inhibition, usual class: activators; hit rate 2.5% among 71,000; active = well fitted activation curve with a large enough effect in the signal ratio, with a control signal flat, not every such curve was filed as active; inconclusive = small, poorly fitted or top-dose-only effect, or effect the other way, or a change in a side signal; the % refers to the signal ratio; note: potency is the fitted concentration of half-maximal effect; % of control where 0% means no effect
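Reporter-gene assay: CHO cells with beta-lactamase behind cAMP responsive elements, co-treated with compound and EC10 NKH 477 for 3 hours at 37 degrees Celsius. Activity came from the 460/530 nm CCF4 emission ratio.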
DNA Pol III inh: inhibitors of bacterial DNA polymerase III holoenzyme; Potency, µM (highest dose often 57.1 µM), for the others: at the highest dose activity change, negative = inhibition; hit rate 0.25% among 71,000; reconstituted DNA polymerase III holoenzyme replication, biochemical; note: potency is the fitted concentration of half-maximal effect; % is set by controls: 0 for no effect and ±100 for the full control effect
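Reconstituted *E. coli* holoenzyme (0.35 nM Pol III, 1 nM beta, 154 nM SSB, 2 nM primase) was preincubated with compound for 15 min at RT. Synthesis on 1.4 nM ssM13Gori ran 35 min, then was stopped with PicoGreen/EDTA and read as dsDNA fluorescence.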
A350 autofl: A350 region autofluorescence | max dye-equivalent concentration, M | hit rate 11% among 59,000 | Compound autofluorescence, 340/450 nm, Alexa 350 dye-equivalents; active compounds read high | AID 590; in the data active = max dye-equivalent concentration above about 10 nM; inconclusive = mostly about 1.1 nM to 9.6 nM
BRCT inh red: disrupts BRCA1 BRCT binding to phosphoprotein, red fluorophore readout; P38398; BRCT-phosphopeptide binding, red fluorescence polarization; Potency, µM (titrated, usually from 76.9 µM), inactives show at the highest dose activity change, negative = inhibition, most hits filed as inhibitors; hit rate 0.03% among 75,000; AID 892; note: % is set by controls: 0 for no effect and ±100 for the full control effect
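Fluorescence polarization: 100 nM His-tagged BRCA1 BRCT with 100 nM TAMRA-labelled phospho-BACH1 decapeptide, phosphate buffer pH 7.3 with 150 mM NaCl, DTT, 0.01% Tween 20; 12 min RT. Binding inhibition seen as FP decrease.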
ALOX15 inhib: inhibitors of human 15-lipoxygenase (ALOX15); Potency, µM (doses to about 57.1 µM), inactives show top-dose activity change, negative = inhibition, most hits filed as inhibitors; hit rate 1.4% among 74,000; AID 887; purified 15hLO-1, xylenol orange hydroperoxide absorbance; P16050; note: potency is the fitted concentration of half-maximal effect; % is set by controls: 0 for no effect and ±100 for the full control effect; nearly all actives have a fitted effect of over 55% in size
Target sequence (P16050 whole entry, looked up): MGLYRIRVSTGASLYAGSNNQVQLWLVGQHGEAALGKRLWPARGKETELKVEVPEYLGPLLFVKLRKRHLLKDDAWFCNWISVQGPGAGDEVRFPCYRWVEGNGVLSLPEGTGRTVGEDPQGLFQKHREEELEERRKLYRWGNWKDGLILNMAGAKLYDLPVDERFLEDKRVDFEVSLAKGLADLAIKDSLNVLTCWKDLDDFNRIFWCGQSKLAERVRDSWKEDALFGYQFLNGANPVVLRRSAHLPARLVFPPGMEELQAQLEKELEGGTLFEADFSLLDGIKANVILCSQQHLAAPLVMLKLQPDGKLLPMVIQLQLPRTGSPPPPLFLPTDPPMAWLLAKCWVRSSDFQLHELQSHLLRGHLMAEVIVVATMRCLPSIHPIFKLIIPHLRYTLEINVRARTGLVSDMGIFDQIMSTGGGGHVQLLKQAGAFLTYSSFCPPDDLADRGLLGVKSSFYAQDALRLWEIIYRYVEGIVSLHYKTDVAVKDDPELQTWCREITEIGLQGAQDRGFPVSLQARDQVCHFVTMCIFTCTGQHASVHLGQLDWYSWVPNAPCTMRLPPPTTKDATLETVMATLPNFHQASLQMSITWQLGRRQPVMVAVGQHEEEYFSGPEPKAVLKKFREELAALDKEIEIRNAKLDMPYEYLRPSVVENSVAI
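Readout: Fe(III)-xylenol orange absorbance, 573-to-405 nm ratio as reaction progress. Enzyme 40 nM purified human 15hLO-1, substrate 50 uM arachidonic acid, 6 min RT after 15 min compound preincubation; Hepes pH 7.5 buffer with Triton X-100.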
Ub-GFP proteasome: proteasome inhibitors stabilizing ubiquitin-GFP reporter; Potency, µM (highest dose often 45.9 µM), without a hit: at the top dose activation (GFP accumulation), hits mostly activators; AID 526; Ubiquitin-GFP reporter cells, proteasome inhibition, GFP fluorescence; response scale: untreated = 0%, 10 µM MG-132 = 100%; 67,000 tested, under 10 active; active = well fitted activation curve with a large enough effect, not every such curve was filed as active; inconclusive = small, poorly fitted or top-dose-only effect, or another doubt; inactive = no such curve, though single readings can be large or run the other way; note: potency is the fitted concentration of half-maximal effect
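Proteasome block read as GFP accumulation: ubiquitin(G76V)-GFP U2OS cells exposed to compound (2.9 nM–46 uM) for 4 hr at 37 C. Normalization used untreated cells as 0% and 10 uM MG-132 as 100%; concentration-response curves fitted.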
Numbers without * were called inactive; i = inactive; u = inconclusive; x = no result given; [ ] = another dose, or the depositor's remark. Unless noted, calls come from the whole dose curve; as a rule, active = well fitted curve in the direction sought with a large enough effect; inconclusive = small, poorly fitted or top-dose-only effect, or another doubt; inactive = no such curve, though single readings can be large; an effect the other way counts as inactive or inconclusive.

SMILES | Hsp90 Hop PPI | Epigenetic mod | BRCT PPI green | 4MU fluor | HBB splicing | CRE-bla Fsk | DNA Pol III inh | A350 autofl | BRCT inh red | ALOX15 inhib | Ub-GFP proteasome
CCc1cc(C(=O)N2CCOCC2)c(NC2=NS(=O)(=O)c3ccccc32)s1 | -3% | -3% | 1.0% | u | 0.0% | -11% | -4% | u | -0.4% | 3% | 4%
O=C(c1ccccc1CCc1ccccc1)N1CCN(c2ccccn2)CC1 | -3% | 3% | 1.1% | i | -2.2% | -5% | 0% | i | -0.5% | -7% | -3%
CC(=O)NCCOC(=O)Nc1ccncc1 | -1% | -2% | 8.2% | x | -1.3% | -1% | 8% | x | 0.5% | 5% | -4%
CN1CCN(C2=Cc3ccccc3Oc3ccc(Cl)cc32)CC1 | -7% | 0% | -3.7% | x | x | -18% | -2% | x | 0.1% | 9%[25.6 µM] | 0%
O=C(c1nc2ncccn2n1)N1CCN(c2ccc(F)cc2)CC1 | -3% | 6% | -0.2% | i | 0.3% | -12% | -3% | i | -0.9% | 3% | -3%
CC(=O)c1cc2c(cc1NC(=O)c1cc3nc(C(C)C)cc(C(F)(F)F)n3n1)OCO2 | u | -2% | 0.2% | 2.6e-08M* | -0.1%[57.5 µM] | u | 1% | 2.2e-08M* | 0.3% | -1% | -3%
Cc1nn(-c2ccccc2)c2sc(-c3n[nH]c(=S)o3)cc12 | u | 0% | -10% | 2.1e-07M* | 1.6% | 5µM* | -9% | 2.3e-07M* | -7.8% | u | -11%
Cc1cc(C)n(-c2nnc(C)n2NS(C)(=O)=O)n1 | -9% | 0% | -1.5% | i | -2.6% | u | -2% | i | 0.6% | 3% | -2%
CCOc1cc(C#N)c(NC(=O)Cn2nnc3ccccc32)cc1OCC | -2% | -4% | -1.0% | i | -0.9% | -3% | 4% | i | -0.9% | -16% | 3%
O=C(Cn1nc(-c2cccc(Cl)c2)ccc1=O)Nc1cccnc1 | 0% | 0% | -2.5% | i | x | 1% | 1% | i | -0.4% | 5% | -5%
Cc1cc(NC(=O)CSc2c3c(nc4ccccc24)CCC3)no1 | -2%[2.3 µM] | x | -2.8% | x | -2.4% | -20% | 4% | x | -0.1% | -8% | 1%
CN(CC(=O)N1CC=C(c2ccccc2)CC1)S(=O)(=O)c1cnc[nH]1 | 3% | 0% | -0.3% | i | 2.8% | u | -5% | i | -0.7% | -10% | -5%
CCOC(=O)c1c(N)sc(C(N)=O)c1C | 0% | 2% | -0.4% | x | 0.1%[9.22 µM] | 8% | -8% | x | 0.4% | u | 17%
O=C(Nc1cccc(-c2nc3cc(Cl)ccc3o2)c1)C1CCCO1 (configuration not stated) | 2% | 0% | 3.3% | i | 0.5% | u | -7% | i | 0.8% | -4% | 3%
COc1ccccc1CCC(=O)Nc1nc2ccccc2[nH]1 | -1% | -1% | -4.1% | 2.9e-08M* | -0.5%[57.5 µM] | 13% | -2% | 4e-08M* | 1.2% | 26% | -5%
COc1ccc2cc(CCNC(=O)c3ccc4c(c3)OCO4)c(=O)[nH]c2c1 | 1% | x | 2.6% | x | -0.2% | u | -1% | x | 1.6% | -6% | 8%
CN=C1SC(CC(=O)Nc2ccccc2F)C(=O)N1C (configuration not stated) | 0% | x | 2.4% | x | 0.1% | -3% | -7% | x | 0.8% | 9% | 12%
CCCn1c(=NC(=O)c2ccncc2)c(C(=O)OCC)cc2c(=O)n3cccc(C)c3nc21 | -3% | 0% | -1.8% | 1.4e-07M* | 6.7%[1.84 µM] | 11% | -1% | 5e-08M* | -0.7% | -1% | 25%
Cc1ccc(-n2nnnc2SCC(=O)N2c3ccccc3NC(=O)C2(C)C)cc1 | -2% | -1% | -1.5% | i | 0.4% | -3% | 4% | i | 0.8% | -6% | 2%
CC(C)COc1ccc(-c2nnc(-c3ccco3)o2)cc1 | 9% | 2% | 0.5% | i | x | u | 0% | i | -3.1% | -23% | 4%
Cn1c(SCc2nc3ccccc3[nH]2)nnc1-c1cccnc1 | -3% | -2% | 0.0% | 3.9e-08M* | 0.0%[1.84 µM] | u | -5% | 1.6e-08M* | 0.0% | 8% | 6%
O=C1c2ccccc2-c2ccc(N=[N+]([O-])c3ccc4c(c3)C(=O)c3ccccc3-4)cc21 | -1%[11 µM] | -3%[9.22 µM] | -0.5%[15.4 µM] | i | -0.1%[9.22 µM] | 6%[7.6 µM] | -10%[11.4 µM] | i | -1.4%[15.4 µM] | -6%[11.4 µM] | 10%[9.17 µM]
CC(NCC1(N2CCOCC2)CCCCC1)C(=O)N1CCc2ccccc21 (configuration not stated) | -3% | 3% | -0.3% | i | -0.1%[57.5 µM] | -11% | -3% | i | 0.0% | 10% | -4%
Cn1cccc1C(=O)N1CCC2(CCN(Cc3ccc(C#N)cc3)CC2)CC1 | -9% | -4%[9.22 µM] | -3.3% | i | 4.3% | 1% | 1% | i | 0.2% | 15% | -5%
CNC(=O)C1(CC(C)C)C=CCN1C(=O)c1ccccc1 (configuration not stated) | 0% | x | -2.8% | x | -1.1% | -6% | 2% | x | 0.9% | 6% | x
CC(C)CC(c1nnnn1C1CCCCC1)N1CCN(c2ncccn2)CC1 (configuration not stated) | 0% | 2% | 2.0% | i | -0.2%[57.5 µM] | -3% | -4% | i | -1.9% | -17% | -2%
COc1ccccc1OCC(=O)Nc1nnc(-c2ccco2)s1 | -3% | 3% | 0.6% | i | 0.7% | -10% | -6% | i | -2.0% | -6% | -3%
CCOC(=O)N1CCN(S(=O)(=O)c2cc(Br)cc3c2N(C(C)=O)C(C)C3)CC1 (configuration not stated) | -5% | 2% | 0.1% | i | -1.5% | 1% | -4% | i | 0.8% | 1% | 3%
COCCn1c(=O)c(-c2ccccc2)nc2cnc(Oc3ccccc3)nc21 | 2% | 13%[9.22 µM] | -4.1% | u | 0.9% | u | -3% | u | -0.5% | -3% | 4%
COC(=O)c1ccc2c(=O)n(CCCN3CCCC3=O)c(=S)[nH]c2c1 | -6% | -3% | 0.7% | i | 0.7% | 14% | -11% | i | -1.1% | 2% | -3%
CC(=O)Oc1ccc(N2C(=O)CCC2=O)cc1 | -1% | -1% | -0.2% | i | 0.0% | 0% | 0% | i | -0.7% | 5% | -3%
CCOc1ccc(S(=O)(=O)N(C)c2ccc(OCC(=O)OCc3c(C)noc3C)cc2)cc1 | 12% | 0% | -1.1% | i | 0.7%[57.5 µM] | u | 4% | i | -2.1% | -6% | 9%
CC(=O)N1CCN(S(=O)(=O)c2ccc(S(=O)(=O)NC3CC3)cc2)CC1 | -2% | 1% | -2.8% | i | -2.5% | 1% | -2% | u | -2.1% | 2% | 2%
Cc1ccc(Cl)cc1NC(=O)COC(=O)C1CCCC1 | 2% | 0% | 0.1% | 6.3e-08M* | -0.1%[57.5 µM] | -1% | 2% | 4e-08M* | -1.6% | 3% | -2%
CCCCCCn1ccc(=N)cc1 | -3% | 0% | 0.5% | i | -0.1% | 5% | -6% | i | 1.9% | -14% | 12%
Cc1ccc2nc(CC(=O)c3ccc4ccccc4c3)c(=O)[nH]c2c1 | -15%[11 µM] | 0%[9.22 µM] | 1.4%[15.4 µM] | i | 5.5%[9.22 µM] | u | -8%[11.4 µM] | i | 0.1%[15.4 µM] | -4%[11.4 µM] | -2%[9.17 µM]
COc1cc(C2NC(=O)NC(C)=C2C(=O)OCC2CCCO2)ccc1O (configuration not stated) | -3% | 0% | -1.6% | x | 1.2%[9.22 µM] | 1% | -1% | x | -0.1% | 3% | -11%
O=C(O)C1CC=CCC1C(=O)Nc1ccccc1Cl (configuration not stated) | 1% | -1% | -4.5% | u | -0.1%[57.5 µM] | -11% | -5% | u | 0.3% | -2% | -2%
CCOC(=O)CC(=O)CSc1ccc2nnc(-c3ccc(F)cc3)n2n1 | -2% | 0% | 1.7% | u | -0.4% | u | 2% | u | -0.6% | -6% | 8%
c1ccc(-c2cn3cccnc3n2)cc1 | -3% | 4% | 0.6% | 5.1e-06M* | 5.0%[57.5 µM] | 10% | 0% | 4.8e-06M* | -0.2% | -6% | -4%
O=C(CN1CCN(c2ccccn2)CC1)Nc1ccc2ccccc2c1 | -1% | 0% | -1.9% | i | -2.1% | u | -5% | i | 0.9% | 1% | 4%
